Bioassay records as filed in PubChem BioAssay.
HP1b binding inh: HTS for Inhibitors of HP1-beta Chromodomain Interactions with Methylated Histone Tails | Chromobox protein homolog 1 (Homo sapiens), P83916 | AlphaScreen HP1-beta / biotin-H3K9me3 peptide binding | Potency, µM (doses to about 114 µM), for the others: at the highest dose activity change, negative = inhibition, hits mostly inhibitors | actives 0.56% (n = 390,000); also: nearly all actives have a fitted effect of over 70% in size; inactives centre near 23
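HP1-beta protein (50 nM final) preincubated 30 min at room temperature with biotinylated H3(1-18)K9me3 peptide (50 nM) in PBS pH 7.4, 0.01% Tween-20, then compound added for 30 min. AlphaScreen streptavidin donor/nickel chelate acceptor beads (10 ug/mL final), 30 min dark, luminescence read.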
RGS4 inhibitor: Inhibitors of Regulator of G Protein Signaling (RGS) 4: qHTS. Regulator of G-protein signaling 4 (Homo sapiens), P49798. Transcreener GDP fluorescence polarization, RGS4-accelerated GTP hydrolysis. Potency, µM (doses to about 114 µM), for inactives: at the highest dose activity change, negative = inhibition, usual class: inhibitors. actives 0.039% (n = 390,000). AID 504845, 2011; also: % is scaled to controls: 0 for no effect and ±100 for the full control effect; nearly all actives have a fitted effect of over 75% in size; some results filed as inactive show a strong effect at the top dose
Target sequence (P49798 whole entry, looked up): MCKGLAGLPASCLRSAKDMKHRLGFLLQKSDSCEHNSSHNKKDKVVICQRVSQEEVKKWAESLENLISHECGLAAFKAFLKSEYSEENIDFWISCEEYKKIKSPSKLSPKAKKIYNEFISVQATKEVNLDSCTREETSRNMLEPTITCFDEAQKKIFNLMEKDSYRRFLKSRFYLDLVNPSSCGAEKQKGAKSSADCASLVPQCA
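MLSMR compounds (23 nl, pin-transferred) preincubated 10 min at room temperature with a 500nM (2x) first reagent, then RGS4 at 900nM (2x) plus Transcreener GDP mix added; fluorescence polarization (620/688 nm) read before and after 90 min at 30 °C.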
ALOX12 inh: Primary qHTS assay for inhibitors of human arachidonate 12S-lipoxygenase (ALOX12): Round 2; purified 12hLO, xylenol orange hydroperoxide absorbance; Potency, µM (highest dose often 108 µM), inactives show at the top dose activity change, negative = inhibition, actives largely listed as inhibitors; actives 1.1% (n = 580,000); also: % is scaled to controls: 0 for no effect and ±100 for the full control effect
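Purified human 12hLO at 150 nM in 25 mM Hepes, 0.01% Triton X-100, pH 7.0, preincubated 15 min at room temperature with compound. Reaction started with 40 uM arachidonic acid, 30 min at room temperature. Hydroperoxide measured by Fe-xylenol orange, 573/405 nm absorbance ratio.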
Tb PGK inh: qHTS Assay to Find Inhibitors of Phosphoglycerate Kinase; Phosphoglycerate kinase, glycosomal (Trypanosoma brucei brucei), P07378; PGK/GAPDH coupled, Kinase-Glo luminescence, 60 min; Potency, µM (highest dose often 57.5 µM), without a hit: top-dose activity change, negative = inhibition, usual class: inhibitors; actives 0.043% (n = 380,000); AID 602233, 2012; also: % is scaled to controls: 0 for no effect and ±100 for the full control effect; nearly all actives have a fitted effect of over 60% in size
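Recombinant glycosomal PGK reaction used 1,3-bisphosphoglycerate generated in-well by GAPDH (100nM final) in 100mM TEA pH 7.6, 5mM MgCl2, 0.01% Tween-20. After 60 minutes at room temperature, ATP was read by Kinase-Glo Plus luminescence end-point.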
GLS inh: qHTS for Inhibitors of Glutaminase (GLS); Potency, µM (highest dose often 45.5 µM), for inactives: top-dose activity change, negative = inhibition, actives largely listed as inhibitors; Glutaminase kidney isoform, mitochondrial (Homo sapiens), O94925; AID 624170, 2012; GLS enzymatic activity, qHTS titration; actives 0.21% (n = 410,000); also: % is scaled to controls: 0 for no effect and ±100 for the full control effect
Target sequence (O94925 whole entry, looked up, canonical isoform): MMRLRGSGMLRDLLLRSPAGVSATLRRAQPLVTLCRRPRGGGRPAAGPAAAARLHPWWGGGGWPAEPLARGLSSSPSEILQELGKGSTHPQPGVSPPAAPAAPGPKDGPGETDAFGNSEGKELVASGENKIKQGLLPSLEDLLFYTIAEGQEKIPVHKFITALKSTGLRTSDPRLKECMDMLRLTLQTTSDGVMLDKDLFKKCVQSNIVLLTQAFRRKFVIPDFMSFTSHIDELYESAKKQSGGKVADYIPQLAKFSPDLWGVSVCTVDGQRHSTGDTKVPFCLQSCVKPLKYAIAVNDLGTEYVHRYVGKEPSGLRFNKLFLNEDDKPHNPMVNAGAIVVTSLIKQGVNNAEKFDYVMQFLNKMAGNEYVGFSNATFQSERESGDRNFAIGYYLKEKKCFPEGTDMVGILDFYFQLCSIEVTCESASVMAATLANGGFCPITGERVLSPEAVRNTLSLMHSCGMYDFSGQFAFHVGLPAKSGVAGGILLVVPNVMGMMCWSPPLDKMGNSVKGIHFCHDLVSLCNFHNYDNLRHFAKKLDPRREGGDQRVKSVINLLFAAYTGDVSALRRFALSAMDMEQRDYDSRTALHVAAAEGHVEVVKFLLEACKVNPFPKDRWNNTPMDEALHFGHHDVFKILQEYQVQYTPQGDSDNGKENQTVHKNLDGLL
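hKGA in 45 mM KH2PO4 pH 8.2, 0.02% Tween-20 with pin-transferred compounds; 1 mM L-glutamine (stock) plus glutamate oxidase/HRP/Amplex Red coupling added. Fluorescence read initially and after 30 min at RT.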
JMJD2A Tudor inh: qHTS Assay for Inhibitors of JMJD2A-Tudor Domain | actives 4.4% (n = 390,000) | AID 504339, 2011 | Lysine-specific demethylase 4A (Homo sapiens), O75164 | AlphaScreen JMJD2A-Tudor / H3K4me3 peptide binding | Potency, µM (series often up to 114 µM), for inactives: at the top dose activity change, negative = inhibition, actives largely listed as inhibitors; also: % is scaled to controls: 0 for no effect and ±100 for the full control effect; nearly all actives have a fitted effect of over 50% in size
Pin1 inhibitor: qHTS Assay to Find Inhibitors of Pin1; Peptidyl-prolyl cis-trans isomerase NIMA-interacting 1 (Homo sapiens), Q13526; Pin1 FP peptide displacement, HiFluor488, 10 min; Potency, µM (top dose mostly 115 µM), for the others: at the highest dose activity, negative = inhibition, hits mostly inhibitors; actives 0.009% (n = 390,000); AID 504891, 2011; active = well fitted inhibition curve with a large enough effect in the polarisation, with a control signal flat, not every such curve was filed as active; inconclusive = small, poorly fitted or top-dose-only effect, or effect the other way, or a change in a side signal; inactive = no such curve, though single readings can be large or run the other way; the % refers to the polarisation; also: % is scaled to controls: 0 for no effect and ±100 for the full control effect
Target sequence (Q13526 whole entry, looked up): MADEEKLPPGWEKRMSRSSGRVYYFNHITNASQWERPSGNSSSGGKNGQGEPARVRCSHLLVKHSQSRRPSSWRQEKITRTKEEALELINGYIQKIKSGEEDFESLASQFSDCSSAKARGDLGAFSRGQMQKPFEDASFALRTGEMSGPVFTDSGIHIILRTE
TrxR1 inh: qHTS Assay for Inhibitors of Mammalian Selenoprotein Thioredoxin Reductase 1 (TrxR1): qHTS | actives 1% (n = 390,000) | Thioredoxin reductase 1, cytoplasmic (Rattus norvegicus), O89049 | Potency, µM (top dose mostly 114 µM), for inactives: at the top dose activity change, negative = inhibition, most hits filed as inhibitors | recombinant rTrxR1, NADPH fluorescence consumption, selenite substrate; also: % is scaled to controls: 0 for no effect and ±100 for the full control effect; nearly all actives have a fitted effect of over 65% in size
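Rat TrxR1 (90 nM in the dispensed reagent) was pre-reduced with 400 uM NADPH for 5 min at room temperature, then incubated with compound for 15 min. After 400 uM selenite was added, NADPH fluorescence (Ex 340/Em 450 nm) was followed for 8 min.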
ERG Ets-DNA blk: qHTS for Small Molecule Inhibitors of the ERG Ets/DNA interaction; fluorescence polarization, His-ERG Ets domain / labelled DNA; Potency, µM (highest dose often 76.9 µM), inactives show top-dose FP activity, negative = inhibition, most hits filed as inhibitors; actives 0.028% (n = 370,000); AID 624246, 2012; active = well fitted inhibition curve with a large enough effect in the polarisation, with a control signal flat; inconclusive = small, poorly fitted or top-dose-only effect, or effect the other way, or a change in a side signal; inactive = no such curve, though single readings can be large or run the other way; the % refers to the polarisation;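 also: polarization taken with two DNA probes labelled with fluorescein and Texas red; % of control where 0% means no effect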
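His-tagged ERG Ets domain (1 uM in the protein solution; 300mM KCl, 50mM Tris-HCl, 1mM EDTA, 1mM DTT, pH 7.5) received compound, then a probe mix of 5 nM fluorescein-DNA and 100nM Texas-615-DNA. Fluorescence polarization was read for both dyes.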
Numbers without * were called inactive; i = inactive; u = inconclusive; x = not tested or not shown; [ ] = remark or other dose. Unless noted, calls follow the shape of the dose curve; as a rule, active = well fitted curve in the direction sought with a large enough effect; inconclusive = small, poorly fitted or top-dose-only effect, or another doubt; inactive = no such curve, though single readings can be large; an effect the other way counts as inactive or inconclusive. Potency is read from the fitted curve at half-maximal effect. This is a subset; the hit share may differ from the screen's.

SMILES	HP1b binding inh	RGS4 inhibitor	ALOX12 inh	Tb PGK inh	GLS inh	JMJD2A Tudor inh	Pin1 inhibitor	TrxR1 inh	ERG Ets-DNA blk
O=c1[nH]cnc2c1ncn2[C@@H]1O[C@H](COS(=O)(=O)O)[C@@H](O)[C@H]1O	108%[activator]	-6%	u	-2%	1%	4%	3%	-3%	2%
Nc1ccccc1C=C1Cc2ccccc2C1=O	34%	-10%	-9%	-3%	-4%	0%	61%[activator]	-6%[57.1 µM]	-1%
COc1ccc(-c2sc3ccccc3c2C#CCCO)cc1	60%[activator]	-12%	-9%	i	0%	17%	4%	10%	4%
O=C(NCc1ccc2c(c1)CCN2C(=O)c1ccccc1)Nc1cccc(C(F)(F)F)c1	1%[57 µM]	8%	0%	3%	-9%	-20%	8%	2%[57.1 µM]	5%
O=C1CS/C(=N\c2ccccn2)N1C1CCCCC1	25%	-19%	7%	i	-10%	-3%	-7%	4%	0%
CCOCCCNC(=O)c1cc2c(=O)[nH]c3ccccc3c2s1	23%	1%	26%	4%	-7%	-11%	5%	4%	-2%
COc1ccc(OC)c(C2CC(=O)Nc3c2c(=O)[nH]c2nc4ccccc4n32)c1 (stereo unspecified)	20%	-16%	u	-10%	-6%	-13%	3%	-7%	-1%
CC(C)NC(=O)c1ccc(CN2CCC(Cc3ccccc3)CC2)cc1	51%[activator]	-4%	0%	-3%	-4%	-5%	-12%	24%	12%
CCc1c(C)nc(SCC(=O)NNC(=O)c2ccco2)[nH]c1=O	37%	23%	-4%	-3%	29%	-1%	-5%	22%	7%
CN1C2CCC1/C(=C\c1ccccc1F)C(=O)/C2=C/c1ccccc1F	-10%	-26%	-24%	5%	9%	-20%	3%	u	8%
C/C(=N\NC(=O)c1cccnc1)c1ccc(OC2OCCOC2Oc2ccc(/C(C)=N/NC(=O)c3cccnc3)cc2)cc1 (stereo unspecified)	u	u	11%	i	u	14µM*	1%	21%[57.1 µM]	-5%
COc1cccc(C2=NOC(C(=O)NCc3ccc(F)cc3)C2)c1 (stereo unspecified)	25%	-3%	-37%	-4%	5%	1%	-7%	-12%	-8%
O=C(NNC(=O)c1cccc2ccccc12)c1ccc(Cl)c(Cl)c1	35%	-10%	-4%	-9%	-6%	-8%	-1%	11%[57.1 µM]	3%
O=C(Nc1cccc(Cl)c1)C1CCCN1S(=O)(=O)c1cccc2cccnc12 (stereo unspecified)	55%[activator]	-1%	-18%	-8%	3%	0%	2%	10%	-3%
CN(C(=O)c1cc(S(=O)(=O)N2CCc3ccccc32)cn1C)C1CCCCC1	6%	1%	-1%	-7%	4%	-16%	u	-11%[57.1 µM]	1%
O=C(CCN1C(=O)COc2ccccc21)NCCN1CCN(c2ccccc2F)CC1	14%	14%	16%	3%	u	-11%	2%	0%	x
Cc1ccc(-n2c(Cn3nc(C(F)F)cc3C(F)F)n[nH]c2=S)cc1	6%	-22%	u	-6%	-16%	79µM*	3%	-17%	-6%
Cc1ccc(CC(=O)NCC(C)C)cc1	0%	28%	-6%	-2%	-3%	-7%	-8%	25%	4%
N/C(=N\OC(=O)COc1ccccc1)c1ccccn1	25%	13%	1%	x	16%	-1%	1%	14%	-11%
COc1ccc(S(=O)(=O)Cc2ccc(C(=O)NC3CCCC3)o2)cc1	52%[activator]	-19%	484%[activator]	0%	-9%	-2%	1%	0%[57.1 µM]	4%
N#CCCn1nc(-c2ccc(Br)cc2)cc1Nc1ccccc1NC(=O)C(F)(F)F	0%	3%	-30%	-1%	u	-25%	4%	7%[57.1 µM]	9%
COc1ccc(S(=O)(=O)CC(=O)Nc2nnc(C(F)(F)F)s2)cc1	34%	-44%	-3%	i	-9%	5%	-1%	5%	0%
CCOc1ccc(S(=O)(=O)N(CC(=O)NCCc2ccc(OC)c(OC)c2)c2ccccc2)cc1	4%	-8%	-8%	3%	-1%	-18%	-3%	9%	-12%
O=C(Nc1nc2ccc(S(=O)(=O)N3CCOCC3)cc2s1)c1cccs1	27%	4%	3%	6%	0%	-6%	7%	4%[57.1 µM]	6%
COc1cc(C2(c3ccc(O)c(OC)c3)C(=O)Nc3c(Br)cc(Br)cc32)ccc1O	-22%	37%	123%[activator]	6%	23%	u	u	28%	-2%
SMILES	HP1b binding inh	RGS4 inhibitor	ALOX12 inh	Tb PGK inh	GLS inh	JMJD2A Tudor inh	Pin1 inhibitor	TrxR1 inh	ERG Ets-DNA blk
CCOc1ccc(NC(=O)c2c(NCc3ccc(C)o3)sc3c2CCC(C)C3)cc1 (stereo unspecified)	-20%	u	0%	1%	6%	u	u	u	-2%
Cc1cccc(/C=N/NC(=O)c2cc(-c3cccnc3)nc3ccccc23)c1	18%	-13%	-9%	i	-6%	-17%	-3%	28%[57.1 µM]	0%
CC(C)CCN1CCN(Cc2cccs2)CC1CCO (stereo unspecified)	23%	21%	-18%	-5%	-9%	-13%	-2%	8%	0%
CC(OC(=O)c1cc2c(ccc3ccccc32)oc1=O)c1nc2ccccc2s1 (stereo unspecified)	63%[activator]	-7%	-20%	2%	1%	9%	1%	-13%	-8%
O=C1CSC(c2cccc([N+](=O)[O-])c2)N1CCN1CCCCC1 (stereo unspecified)	18%	-1%	-17%	i	1%	-20%	-4%	27%	0%
CCC(C)(C)NC(=O)CN(C(=O)CNS(=O)(=O)c1ccccc1)c1ccccc1	19%	25%	0%	-4%	1%	-9%	2%	14%[57.1 µM]	2%
COc1ccc(C2C(C(=O)N3CCN(C)CC3)c3ccccc3C(=O)N2C2CCCCC2)cc1 (stereo unspecified)	25%	-6%	0%[57.4 µM]	i	-8%	-17%	-3%	-9%	-9%
O=C(NCCCN1CCOCC1)c1ccc(CSc2ccc(Cl)cc2)cc1	10%	-46%	u	-5%	-5%	-25%	-1%	9%[57.1 µM]	u
O=C(c1ccco1)N1CCN(CCOc2ccccc2)CC1	17%	-2%	-15%	-3%	-5%	-8%	-12%	0%[57.1 µM]	-8%
Cc1cccc(OCC(=O)Nc2ccccc2OCc2cc(=O)n3cc(C)ccc3n2)c1	33%[57 µM]	-16%	-22%	-9%	5%	6%	1%	6%[57.1 µM]	-1%
Cc1cccc(N2CCN(C(=O)c3ccoc3C)CC2)c1C	5%	6%	-6%	i	15%	6%	2%	11%[57.1 µM]	5%
COCCCNC(=O)CN(CCc1ccccc1)S(=O)(=O)c1ccc(OC)cc1	29%	-17%	1%	9%	13%	4%[11.4 µM]	-2%	9%[57.1 µM]	0%
Cc1cccc(C)c1OCC(=O)NCC1CCCO1 (stereo unspecified)	22%	4%	-2%	0%	8%	-1%	-1%	11%[57.1 µM]	-5%
Nc1n[nH]c(C2CC2)c1N=Nc1ccc(Cl)cc1	-16%	17%	-17%	0%	9%	45µM*	2%	33%	6%
CCn1c(SCC(=O)Nc2ccccc2)nnc1-c1cccs1	40%[activator]	36%[11.4 µM]	9%	-8%	0%	-12%[11.4 µM]	2%	20%	0%
COc1ccnc(CN(C)C(=O)C2CCC(=O)N(Cc3cccc(C(F)(F)F)c3)C2)c1 (stereo unspecified)	48%[activator]	7%	1%	i	-10%	-13%	2%	8%	21%
Cc1ccc(CNC(=O)c2ccc(NC(=O)C3=CSCCO3)cc2)cc1	43%[activator]	1%	32%[activator]	-10%	0%	26%	2%	21%	1%
Cc1ccc(C)c(NC(=O)c2cc(S(=O)(=O)N3CCCCCC3)ccc2F)c1	20%	13%	-9%	-7%	1%	-14%	-1%	12%[57.1 µM]	1%
COc1cccc(OC)c1OCCCCN1CCC(Cc2ccccc2)CC1	u	11%	u	i	-18%	3.2µM*	-9%	17%[57.1 µM]	-5%
O=C(NCCN1CCOCC1)c1ccc(CSCc2cccc(Cl)c2)o1	41%[activator]	-16%	12%	-10%	-4%	-5%	1%	1%	8%
O=C1C(=O)N(C2CCNCC2)CCN1Cc1ccccc1	0%	-7%	-13%	i	-9%	-16%	-1%	9%[57.1 µM]	-5%

Whole records as entered above.
`CCOc1ccc(NC(=O)c2c(NCc3ccc(C)o3)sc3c2CCC(C)C3)cc1` (stereo unspecified) is entered as HP1b binding inh = -20%; RGS4 inhibitor = u; ALOX12 inh = 0%; Tb PGK inh = 1%; GLS inh = 6%; JMJD2A Tudor inh = u; Pin1 inhibitor = u; TrxR1 inh = u; ERG Ets-DNA blk = -2%
`O=C(NCCN1CCOCC1)c1ccc(CSCc2cccc(Cl)c2)o1` is entered as HP1b binding inh = 41%[activator]; RGS4 inhibitor = -16%; ALOX12 inh = 12%; Tb PGK inh = -10%; GLS inh = -4%; JMJD2A Tudor inh = -5%; Pin1 inhibitor = 1%; TrxR1 inh = 1%; ERG Ets-DNA blk = 8%
